# Cneo AK release – Cryptococcus neoformans lysis via adenylate kinase release; C. neoformans lysis, adenylate kinase release luminescence, 4 h; normalised: neutral wells 0, clomiphene wells 100; lysis activity, % at 15 µM; 0.2% of 360,000 active; AID 651654;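 active means mean lysis activity across replicates of at least 80%, whatever share of replicates individually reach that level; inactive means mean lysis activity below 80%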
#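 Test system: log-phase Cryptococcus neoformans yeast cells. Input: 5 × 10^6 yeast cells/mL. Medium: fresh YPD growth medium. Doses: single dose. Incubation: static 4 h at 37 °C with compound, 1 h detection. Measured by: luminescent adenylate kinase detection reagent. Read-out: signal increase indicating cell lysis. Benchmarks: Clomiphene.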
# PGC1a acetyl inh – PGC1a acetylation modulation, inhibitor mode | U2OS PGC1a acetylation, AlphaScreen anti-acetyl-lysine; with virally co-expressed GCN5 acetyltransferase | inhibition, % at 15.6 µM | 0.17% of 350,000 active;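 active means every replicate shows inhibition of at least 40%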;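 further: 0% = neutral control wells and 100% = positive control wells; some results beyond the cut were filed as inactive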
# Statin myotox sup – suppression of simvastatin myotoxicity | C2C12 myotubes + simvastatin, ATP luminescence, 48 h; scaled: DMSO 0, geranylgeraniol control 100 | AID 602340 | 0.78% of 330,000 active | rescue of ATP level, % at 7.49 µM;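 active means mean ATP rescue above about 67%, or every replicate alone reaching that limit, limit read from the data, passing the limit was not always enough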;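 further: myotubes were challenged with 10 µM simvastatin during compound exposure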
# Numbers without * were called inactive.
smiles,Cneo AK release,PGC1a acetyl inh,Statin myotox sup
COc1cccc2c(C)nc(Nc3nc(CSc4nnc(C)s4)cc(=O)[nH]3)nc12,-2,10,-16
S=C(Nc1ccc2nc(-c3ccccn3)c(-c3ccccn3)nc2c1)N1CCCCC1,-1,-1,-13
O=C(N/N=C\c1cc(Br)cs1)C1COc2ccccc2O1 (centres undefined),11,-47,-15
CC(=O)c1ccc(NC(=O)Nc2ccc3c(c2)N(C)C(=O)CS3)cc1,-2,26,-44
COc1ccccc1C(=O)N1CCN(S(=O)(=O)c2ccccc2)CC1,3,10,-6
O=P(OC1CCCCC1)(OC1CCCCC1)C(O)c1ccccc1 (centres undefined),-1,5,4
Cc1ccc(C(=O)Nc2ccc3c(c2)OCO3)o1,-3,9,9
c1ccc(-c2nc3nonc3nc2-c2ccccc2)cc1,-3,-9,-3
COc1ccc(CCN(C(=S)Nc2ccccc2)C2CC(=O)N(c3ccccc3)C2=O)cc1 (centres undefined),1,5,19
O=C1CC(c2ccco2)CC(O)=C1C=NCCN1CCNCC1 (centres undefined),3,-4,-3
CCC(CC)C(=O)Nc1cccc(-c2nc3ccccc3o2)c1,-1,-6,-119
COC(=O)CNS(=O)(=O)c1ccc(OC)cc1,0,-3,27
O=c1cc(O)n(-c2ccc(Cl)cc2)c(=S)[nH]1,2,0,-65
O=C1CC(Cc2ccccc2)C(=O)N1c1ccc(Cl)cn1 (centres undefined),1,-40,-27
O=C(NC1CCCC1)C1CCC(=O)N1C1CCCC1 (centres undefined),2,-4,-2
COc1ccc(OC)c(NC(=O)c2ccc(NS(C)(=O)=O)cc2)c1,-2,1,0
O=C(Nc1ccccc1C(=O)N1CCOCC1)c1cccnc1,2,0,10
O=C(O)c1cc(S(=O)(=O)NCc2ccco2)c(Cl)cc1Cl,-4,7,7
CCC(C)(C)NC(=O)C(c1ccccc1)N(C(=O)c1csnn1)C1CC1 (centres undefined),2,-1,9
O=C(Nc1ccc(Cl)c(Cl)c1)N1CCSCC1,-2,7,2
CCOC(=O)CSc1nc(NC#N)nc(N(CC)CC)n1,-3,0,-8
CCCCNc1c(-c2ccc(OC)c(SC3CCCCC3)c2)nc2cnccn12,1,-31,-13
Cc1ccc(S(=O)(=O)NCC(=O)N(CCc2ccccc2)CC(=O)NCc2ccco2)cc1,1,-9,4
FC(F)(F)c1nc2nncn2c2c1CCCCC2,3,-6,149*

# Reprinted at random: five compounds from above.
smiles,Cneo AK release,PGC1a acetyl inh,Statin myotox sup
Cc1ccc(S(=O)(=O)NCC(=O)N(CCc2ccccc2)CC(=O)NCc2ccco2)cc1,1,-9,4
c1ccc(-c2nc3nonc3nc2-c2ccccc2)cc1,-3,-9,-3
CCOC(=O)CSc1nc(NC#N)nc(N(CC)CC)n1,-3,0,-8
O=C(N/N=C\c1cc(Br)cs1)C1COc2ccccc2O1 (centres undefined),11,-47,-15
CCC(C)(C)NC(=O)C(c1ccccc1)N(C(=O)c1csnn1)C1CC1 (centres undefined),2,-1,9

# Carrying on.
smiles,Cneo AK release,PGC1a acetyl inh,Statin myotox sup
COc1ccccc1N1CCN(c2cc(=O)n(-c3ccc(Br)cc3)c(=O)[nH]2)CC1,-1,6,-20
CC1CCc2c(C(=O)NCCN3CCOCC3)csc2C1 (centres undefined),1,-6,-14
CCCn1c2ccccc2c2nnc(SCC(=O)OCC)nc21,1,-1,-1
COc1cc(OC)cc(C(=O)OCc2cc3ccccc3[nH]c2=O)c1,-1,-8,-21
CCCC(=O)Nc1ccc(NC(=O)C23CC4CC(CC(C4)C2)C3)cn1,1,-6,-35
COc1ccc(NC(=O)c2cccnc2Cl)c(S(=O)(=O)N2CCOCC2)c1,0,0,4
CCOC(=O)N1CCC(NC(=O)C2CCN(S(=O)(=O)N3CCCC3)CC2)CC1,3,-3,20
COCCCNC(=O)c1c(NC(=O)C2COc3ccccc3O2)sc2c1CCCC2 (centres undefined),-2,22,96*
CCCn1c(CC)nc([N+](=O)[O-])c1S(=O)(=O)c1ccccc1,-2,-39,-66
CCC(c1nnc(SCC(=O)N2CC(=O)Nc3ccccc32)n1Cc1ccccc1)N(C)C (centres undefined),-3,-6,2
CCOC(=O)C1(CC)NC(c2cccc(F)c2)C2C(=O)N(CC)C(=O)C21 (centres undefined),1,-43,8
COc1cccc(C(C#N)N2N=C(C)CC2(C)C)c1O (centres undefined),-5,1,16
Cc1cc(NC(=O)CN2C(=O)C3CC=CCC3C2=O)no1 (centres undefined),3,4,-1
O=C(/C=C/c1ccccc1)NC(=S)NNC(=O)c1ccco1,-4,21,0
COCCN1C(=O)c2ccc(C(=O)NCc3cccnc3)cc2C1=O,4,-18,14
CCNc1nc(Oc2c(Cl)cccc2Cl)cc(C(F)(F)F)n1,1,-5,4
Cc1onc(C(=O)Nc2ccc(OC(F)(F)F)cc2)c1[N+](=O)[O-],0,-7,4
Cc1cc(C)cc(OCC(=O)OCC(=O)c2ccc3c(c2)NC(=O)CO3)c1,-1,-7,-6
CCOc1ccc(-n2cnnn2)cc1S(=O)(=O)NC1CC1,4,-2,20
COC(=O)CCC(=O)OC1(C)C(=O)C=C2C=C(C3CC3)N(CCCOC(C)C)C=C2C1=O (centres undefined),1,3,-3
O=C(CSc1nnnn1-c1ccccc1)Nc1ccc(Cl)cn1,-2,-11,-13
COc1cccc(C(=O)N/N=C(/c2ccccc2)c2ccccn2)c1,2,2,8
CC(=O)Nc1cccc2c1Cc1ccccc1-2,-5,9,7
Cc1[nH]nc2c1/C(=N/O)CC(c1ccccc1)C2 (centres undefined),-1,-3,9
O=C(CS(=O)(=O)Cc1ccccc1)N1CCc2ccccc21,3,-13,2
CCN(CC)C(=O)CSc1nnc(-n2nc(C)cc2C)c2ccccc12,-1,10,2
COc1cnc(SCC(=O)O)[nH]c1=O,-1,8,2
Cc1ccc(CNC(=O)C2C3C=CC4(CN(Cc5cccnc5)C(=O)C24)O3)cc1 (centres undefined),2,-13,5
Cc1ccnc2nc(C(=O)N3CCN(S(=O)(=O)c4ccccc4)CC3)nn12,-4,-11,11
CN[C@H](C)C(=O)NC[C@H]1O[C@@H](n2cnc3c(N)ncnc32)[C@H](O)[C@@H]1O,1,-3,-4
O=C(Nc1cc(C(F)(F)F)ccc1N1CCOCC1)c1cccnc1Cl,1,9,2
Clc1ccc(N2COC3c4cccc5cccc(c45)C32)cc1 (centres undefined),3,-8,5

# An excerpt from above in order of their number in PGC1a acetyl inh, high to low.
compound,PGC1a acetyl inh
CN[C@H](C)C(=O)NC[C@H]1O[C@@H](n2cnc3c(N)ncnc32)[C@H](O)[C@@H]1O,-3
Clc1ccc(N2COC3c4cccc5cccc(c45)C32)cc1 (centres undefined),-8
Cc1ccnc2nc(C(=O)N3CCN(S(=O)(=O)c4ccccc4)CC3)nn12,-11

# Other records follow:
smiles,Cneo AK release,PGC1a acetyl inh,Statin myotox sup
N#Cc1ccc(C2=NC(C(F)(F)F)(C(F)(F)F)c3c(n(Cc4ccco4)c(=O)[nH]c3=O)N2)cc1,4,15,6
COc1ccc(OC)c(NS(=O)(=O)c2ccc3c(c2)CCC(=O)N3)c1,-2,-8,1
CC(C(=O)NCC1CCCO1)n1cccc1C(=O)c1ccccc1 (centres undefined),6,0,107*
O=C(CCn1nc(-c2ccccc2)c2ccccc2c1=O)N1CCN(c2ccccc2)CC1,-1,7,-6
Cc1cc(C)c2cc(C#N)c(N3CCCC3)nc2c1,5,-4,-16
Cc1ccc(C(=O)OCC(=O)Nc2ccccc2C(F)(F)F)cc1S(=O)(=O)N1CCOCC1,0,7,59
COc1ccc(-c2cnc3c(NC(C)=O)cc(-c4ccsc4)cn23)cc1OC,-6,-4,4
COc1ccccc1N(CC(=O)NCCSc1ccccc1)S(C)(=O)=O,0,7,1
Cc1nn(CC(=O)NCCc2ccccc2)c(=O)c2ccccc12,-2,-2,137*
Cc1nc2sc3c(c2c2nnc(SCC(=O)NCc4ccco4)n12)CCCC3,5,1,-3
CC1CCCN(C(=O)CSc2nnc3n(C4CCCC4)c(=O)c4ccccc4n23)C1 (centres undefined),7,0,1
Cc1ccc(-n2nc(C(=O)c3ccccc3)n3c(=O)c(Cc4ccccc4)nnc23)cc1,1,-3,-5
CCOC(=O)c1ccc(NC(=S)N2CCN(S(C)(=O)=O)CC2)cc1,2,-9,-3
CCOC(=O)N1CCC(NC(=O)CCS(=O)(=O)c2ccc3c(c2)CCN3C(=O)CC)CC1,-1,10,13
Cc1ccc(S(=O)(=O)NC(=O)c2cccn2C)cc1,-3,2,0
CCOC(=O)c1c(NCC(C)C)c2ccccc2[nH]c1=O,0,1,4
CCCC(O)(c1ccc(OC)cc1)C(CN(C)C)c1ccccc1 (centres undefined),-1,-6,0
COc1ccc(C(CC(=O)NCCCN2CCOCC2)NS(=O)(=O)c2ccc(C)cc2)cc1 (centres undefined),1,9,4
FC(F)(F)c1ccc(CSc2nccn2-c2ccccc2)cc1,-1,-5,18
Cc1nc2scc(-c3ccccc3)c2c(=O)o1,1,14,-1
COc1ccccc1OCc1nnc(SCCN2CCOCC2)o1,-3,0,4
COC(=O)c1ccc2c(=O)n(CCCCCC(=O)NCc3ccccn3)c(=O)[nH]c2c1,-1,-10,-9
Cc1onc(-c2ccccc2Cl)c1C(=O)NCCn1c(C)cc2ccccc21,1,-10,9
CN(C(=O)c1ccc(=O)[nH]c1)C1(C(=O)NC2CCCCC2)CCCCC1,1,-1,1
COc1ccc(NC(=O)c2ccc(-n3nc(C)cc3C)cc2)cc1OC,-1,9,-9
CCN(CC)C(=O)CSc1nc2sc(C)c(C)c2c(=O)[nH]1,-1,4,-1
CCCc1sc(N/N=C/c2ccccn2)nc1-c1ccc(F)cc1,0,-15,-49
Cn1c(=O)oc2cc(S(=O)(=O)NCCc3ccccc3)ccc21,3,6,-8
CCc1cc(=O)oc2cc(C)c(CN3CCCCC3)c(O)c12,0,11,2
CC1CN/C(=C\C(=O)c2ccccc2)C(=O)N1 (centres undefined),2,4,117*
CC(C)(CN1CCCCC1)NS(=O)(=O)c1ccc(Cl)cc1,1,4,-7
COCCN(C(=O)c1cccc(OC)c1)c1nnc(-c2ccncc2)s1,0,-7,-1
O=C(N1CCOCC1)N(CCN1CCOCC1)Cc1cccc(Cl)c1,0,7,2
Cc1cccc(OC(C)C(=O)N(Cc2cccs2)C2CCS(=O)(=O)C2)c1C (centres undefined),1,9,3
O=C(O)CNS(=O)(=O)c1cccc2nsnc12,22,5,-11
COc1ccccc1-c1nnc(SCC(=O)Nc2ccc(S(N)(=O)=O)cc2)n1C,0,6,12
O=c1c2ccccc2sc2nc(C3CCCCC3)n(Cc3ccco3)c(=O)c12,1,-29,9
CN(C)c1cccc(C(=O)OCC(=O)NCC2CCCO2)c1 (centres undefined),13,0,8
CC(=O)Nc1cnc2ccccc2n1,2,-18,-10
CCC(C)NC(=O)CCCc1ccccc1 (centres undefined),-2,9,5
Cc1ccc(-n2c(SCC(=O)NCC3CCCO3)nc3c(c2=O)SCC3)cc1 (centres undefined),-1,-11,3
CC[N+](C)(C)CCN(Cc1ccc(Cl)cc1)c1ccccn1,0,-8,-16
COc1ccc(C2CC(c3ccccc3)Nc3nc(NC(=O)c4ccco4)nn32)cc1 (centres undefined),1,-18,0
CC(C)(C)OC(=O)N1CC=C2C(C#N)=C(N)C(C#N)(C#N)C(c3cccs3)C2C1 (centres undefined),0,18,7
Cn1nnnc1SCC(=O)Nc1ccccc1Cc1ccccc1,0,6,5
COc1ccc(C(=O)Cc2cc(OC)c(OC)cc2[N+](=O)[O-])cc1,3,-2,20
CCCCNC(=O)CSc1nc2ccccc2c(=O)n1C1CCCC1,1,-6,5
C=CCOC(=O)COc1ccc2c(C)c(C)c(=O)oc2c1C,-1,-6,5
Cc1nn(Cc2ccc(Cl)cc2Cl)c(C)c1NC(=O)c1sc2ccccc2c1Cl,1,14,-45
CCOC(=O)c1cc(-c2ccccc2)sc1NC(=S)Nc1cccc(C)n1,-3,-5,-47
CNc1nc(SCc2ccccc2Cl)nc2c1CCCC2,-1,-2,-32
c1ccc(Oc2cnc3ccccc3n2)cc1,4,-2,1
OC(c1cccs1)c1nccc2ccccc12 (centres undefined),5,1,-4
O=C(CN1CCN(c2ccc(F)cc2)CC1)Nc1nnc(-c2ccccc2)s1,2,-4,6
CCOC(=O)CN(C(=O)CNC(=O)c1cccs1)C(C(=O)NC1CCCCC1)c1cccs1 (centres undefined),3,-4,5
CC(C)(C)Nc1cccccc1=O,-1,4,3

# The listing continues.
smiles,Cneo AK release,PGC1a acetyl inh,Statin myotox sup
COCCCN(C(C)=O)c1nc(-c2ccc(OC)cc2)cs1,-1,-24,-15
O=C(c1cccc(S(=O)(=O)NCCOc2ccccc2)c1)N1CCN(c2ncccn2)CC1,0,-5,30
COc1cc2c(cc1NC(=O)CN1C(=O)NC3(CCc4ccccc43)C1=O)oc1ccccc12 (centres undefined),0,-12,7
Cc1ccc(Cn2ccc(=O)c(OCc3c(Cl)cccc3Cl)c2C)cc1,14,-3,-11

# Assay outcomes (PubChem BioAssay)

# These rows are one share of the data; rates above refer to the full screens.
